GSIS activator – GLuc luminescence reporter in INS-1E cells, primary screen for activators of glucose-dependent secretion of insulin; INS-1E GLuc reporter insulin secretion, 2-3 h; activation, % at 16.6 µM; hit rate 0.61% among 370,000;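 active = lowest replicate activation of at least 40%, so every replicate reaches that level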;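 note: 0% = median of neutral control wells and 100% = median of IBMX positive control wells; some compounds called inactive have numbers as strong as hits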
RAD54 inh – inhibitors of human RAD54 branch migration, primary screen, biochemical, fluorescence, single point | DNA repair and recombination protein RAD54-like (Homo sapiens), Q92698 | RAD54 Holliday junction branch migration, FAM/BHQ fluorescence | inhibition, % at 10.4 µM | hit rate 0.14% among 360,000;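 active = mean normalized replicate activity at least 40 and at least half of replicates scoring 40 or more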;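 note: 0% = median of neutral control wells and 100% = median of positive control wells; inhibitors cause a drop in the FAM fluorescence signal; in these data hits start at about 50%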
ARNT-TACC3 inh – disruptors of ARNT/TACC3 protein interaction, primary screen, biochemical, AlphaScreen, single concentration. hit rate 0.66% among 390,000. AID 623870, 2012. inhibition, % at 9.99 µM. Transforming acidic coiled-coil-containing protein 3 (Homo sapiens), Q9Y6A5. AlphaScreen His-ARNT PAS-B/GST-TACC3 binding, luminescence; TACC3 fragment carries E629A point mutation;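 active = mean inhibition of replicates at least 50% and at least half of replicates each reaching 50%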;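 note: 0% = complete ARNT plus TACC3 wells and 100% = ARNT alone without TACC3; many hits fall short of the cut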
ERAP1 HTS inh – human ERAP1 aminopeptidase inhibitors, primary screen, biochemical, single point, plate reader; hit rate 0.15% among 340,000; AID 652197, 2013; Endoplasmic reticulum aminopeptidase 1 (Homo sapiens), Q9NZ08; recombinant ERAP1, Leu-AMC fluorescence, 60 min; inhibition, % at 10.7 µM;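 active = mean replicate inhibition of at least 30%, or all replicates individually reaching that 30% level; inactive = mean below 30% and not every replicate reaching it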;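 note: 0% = neutral control wells and 100% = L-leucinethiol positive control wells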
Target sequence (Q9NZ08 whole entry, looked up): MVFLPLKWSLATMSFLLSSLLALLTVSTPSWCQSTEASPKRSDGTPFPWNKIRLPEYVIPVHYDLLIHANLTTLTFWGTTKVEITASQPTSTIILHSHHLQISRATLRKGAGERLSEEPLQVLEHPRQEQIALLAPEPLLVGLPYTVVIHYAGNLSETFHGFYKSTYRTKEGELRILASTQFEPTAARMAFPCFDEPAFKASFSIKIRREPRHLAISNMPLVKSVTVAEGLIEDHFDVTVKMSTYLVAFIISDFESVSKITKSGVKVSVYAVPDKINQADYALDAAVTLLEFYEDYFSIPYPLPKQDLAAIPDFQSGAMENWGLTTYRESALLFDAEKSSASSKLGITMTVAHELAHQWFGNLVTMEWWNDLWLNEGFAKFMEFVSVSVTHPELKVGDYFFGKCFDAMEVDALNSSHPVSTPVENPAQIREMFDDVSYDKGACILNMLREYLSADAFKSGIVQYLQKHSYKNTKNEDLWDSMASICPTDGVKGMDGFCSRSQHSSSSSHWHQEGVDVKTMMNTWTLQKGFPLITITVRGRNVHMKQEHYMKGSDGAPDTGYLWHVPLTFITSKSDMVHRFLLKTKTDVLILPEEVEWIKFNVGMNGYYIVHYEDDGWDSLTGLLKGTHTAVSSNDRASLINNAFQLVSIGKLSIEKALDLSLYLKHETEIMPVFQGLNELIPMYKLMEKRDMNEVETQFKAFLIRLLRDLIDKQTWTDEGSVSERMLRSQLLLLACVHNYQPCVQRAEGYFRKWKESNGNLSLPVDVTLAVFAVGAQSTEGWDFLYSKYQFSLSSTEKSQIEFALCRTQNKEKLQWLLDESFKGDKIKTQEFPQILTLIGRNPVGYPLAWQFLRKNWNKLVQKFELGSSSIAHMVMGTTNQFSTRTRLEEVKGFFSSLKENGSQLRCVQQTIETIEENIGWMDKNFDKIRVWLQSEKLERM
esBAF inh – Bmi1 luciferase reporter increase in mESCs, primary screen, esBAF inhibitor project, mouse ES cells, Bmi1 luciferase knock-in, single point | reporter increase, % at 12.5 µM | 24 h; 100% = twice the neutral-well signal | AID 602393, 2012 | hit rate 2% among 350,000; in the data active = activation above about 40%;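 note: 0% = median of the plate's neutral control wells and 100% = double that signal; a rise in the Bmi1 reporter signal indicates esBAF inhibition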
CFTR F508del cor – F508del CFTR correction, initial screen, CFBE line, single point. hit rate 0.36% among 350,000. CFBE cells, YFP halide quenching; stimulated with forskolin plus potentiator P3; % fluorescence drop versus neutral controls. activity (quench increase), % at 7.58 µM;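 active = mean added fluorescence quench of at least 8% versus neutral control, with both replicates also reaching 8%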;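 note: cells transiently co-express mutant CFTR-F508del with the halide-sensitive YFP; corrector assay measuring rescue of mutant channel to the surface after 24 h compound exposure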
Xi reactivation – activators of inactive X chromosome reactivation, primary screen, imaging, XiGFP fibroblasts, GFP high-content imaging, set 2 | AID 743238, 2013 | XiGFP mouse fibroblasts, % GFP-positive cells imaging, 3 d; cells co-treated with 5-aza-dC sensitizer; scaled so ellipticine positive control = 100% | activation, % at 7.58 µM | hit rate 0.055% among 360,000;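 active = mean normalized replicate activation at least 10% and every replicate at or above 10%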;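 note: 0% = median of on-plate neutral control wells and 100% = ellipticine 6 µM median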
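Schedule: 3 d treatment, 15 min room-temperature fixation; system: 68-5-11 XiGFP fibroblast line; buffer or medium: DMEM plus 5-aza-dC sensitizer; control set: ellipticine 6 µM positive control; compound: one concentration, pinned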
RAD52 inh – RAD52 DNA annealing inhibitors, primary screen, biochemical, FRET, single point, set 2. DNA repair protein RAD52 homolog (Homo sapiens), P43351. recombinant RAD52 DNA annealing, FRET fluorescence. inhibition, % at 18.7 µM. hit rate 0.46% among 360,000. AID 651710, 2012;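 active = every replicate showing at least 50% inhibition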
* = called active by the depositor; . = not tested or not shown; & = joins results of further samples. Random draw from the library (roughly 3.3% active in at least one column).

SMILES	GSIS activator	RAD54 inh	ARNT-TACC3 inh	ERAP1 HTS inh	esBAF inh	CFTR F508del cor	Xi reactivation	RAD52 inh
OC[C@H]1[C@@H](c2ccc(Br)cc2)[C@H]2CN(Cc3cncnc3)CCCCN21	8	-5	1	1	-2	0.5	0.0	-7
COCCCNC(=O)C[C@H]1C[C@@]2(C(=O)OC)C(=C[C@H](C(C)C)O[C@@H]2C2CC2)N(Cc2ccccc2)C1=O	5	.	.	0	.	-1.1	0.0	-3
CCCCN(C)C(=O)CC(NS(=O)(=O)c1ccc(NC(C)=O)cc1)C(C)C (stereo not given)	7	-2	-1	-3	-10	1.7	3.2	-4
Nc1nc(SCC(=O)Nc2ccc(Cl)cn2)n[nH]1	-4	.	-3	-6	.	-0.8	0.0	-26
O=S(=O)(N[C@H](CO)Cc1ccccc1)c1ccc(Br)cc1F	2	-7	-2	1	2	2.3	0.0	4
O=C(N/N=C/c1ccncc1)c1ccccc1OCc1ccc(Br)cc1	1	.	-12	2	11	-2.2	0.1	-12
COc1ccc(C(C)=O)cc1COc1cc(C)c(Cl)c(C)c1	-1	-8	6	6	.	1.2	0.0	-1
O/N=C\c1cccn1-c1ccc(Br)cc1	5	7	17	.	-1	.	.	.
CCCCn1nnnc1C(c1ccccc1)N1CCN(c2cccc(C(F)(F)F)n2)CC1 (stereo not given)	-23	.	.	-2	.	0.5	0.0	-1
O=C(O)CCC(=O)NCCn1c(-c2ccccc2)csc1=Nc1ccccc1	-17	-3	11&24	0	17	0.7	0.0	-11
O=C1C=C(OCCF)CC(c2ccc(Br)cc2)O1 (stereo not given)	8	.	.	1	.	0.9	0.0	-12
CN(C)C(=O)C[C@H]1C[C@H]2c3cc(NS(=O)(=O)c4ccc(F)cc4)ccc3O[C@H]2[C@@H](CO)O1	7	3	-6	.	-2	-0.7	-0.1	.
CCNC(=O)C[C@H]1CC[C@@H]2[C@H](COc3ccc(NC(=O)Nc4ccc(F)cc4)cc3C(=O)N2C)O1	9	0	2	-1	3	0.1	0.1	-8
Cn1c(=O)cc2c3c(c(N4CCCCC4)ccc31)C(=O)c1ccccc1-2	-3	11	.	-1	.	.	0.1	-59
CCCNC(=O)N1CC2(CCN(S(=O)(=O)c3ccc(OC)cc3)CC2)c2c(n(C)c3cc(OC)ccc23)[C@@H]1CO	10	.	.	-2	.	5.8	0.0	0
CCN(CC)CCNC(=O)Cc1nn(CC)c(=O)c2ccccc12	2	-4	33	2	3	0.2	.	7
Cc1cccc(Cl)c1NC(=O)N1CCCN(c2nc3ccc(Cl)cc3s2)CC1	-26	-18	2	0	15	.	0.2	-8
C[C@H](CO)N1C[C@H](C)[C@@H](CN(C)S(=O)(=O)c2ccc(F)cc2)Oc2ccc(NC(=O)CCC(F)(F)F)cc2CC1=O	-2	8	-9	0	-9	-0.1	-0.2	-15
CCOC(=O)c1sc(=S)n(C)c1NC(=O)c1ccc(F)cc1	-21	8	1	.	.	.	0.1	.
CCCCOc1ccc(OCCNS(=O)(=O)N(C)C)cc1	1	4	-11	3	33	-2.3	.	-7

Ordered by formula weight (high to low): some entries from above
SMILES	GSIS activator	RAD54 inh	ARNT-TACC3 inh	ERAP1 HTS inh	esBAF inh	CFTR F508del cor	Xi reactivation	RAD52 inh
COCCCNC(=O)C[C@H]1C[C@@]2(C(=O)OC)C(=C[C@H](C(C)C)O[C@@H]2C2CC2)N(Cc2ccccc2)C1=O	5	.	.	0	.	-1.1	0.0	-3
CCNC(=O)C[C@H]1CC[C@@H]2[C@H](COc3ccc(NC(=O)Nc4ccc(F)cc4)cc3C(=O)N2C)O1	9	0	2	-1	3	0.1	0.1	-8
CN(C)C(=O)C[C@H]1C[C@H]2c3cc(NS(=O)(=O)c4ccc(F)cc4)ccc3O[C@H]2[C@@H](CO)O1	7	3	-6	.	-2	-0.7	-0.1	.
Cc1cccc(Cl)c1NC(=O)N1CCCN(c2nc3ccc(Cl)cc3s2)CC1	-26	-18	2	0	15	.	0.2	-8
O=C(O)CCC(=O)NCCn1c(-c2ccccc2)csc1=Nc1ccccc1	-17	-3	11&24	0	17	0.7	0.0	-11
O=S(=O)(N[C@H](CO)Cc1ccccc1)c1ccc(Br)cc1F	2	-7	-2	1	2	2.3	0.0	4
Cn1c(=O)cc2c3c(c(N4CCCCC4)ccc31)C(=O)c1ccccc1-2	-3	11	.	-1	.	.	0.1	-59
CCOC(=O)c1sc(=S)n(C)c1NC(=O)c1ccc(F)cc1	-21	8	1	.	.	.	0.1	.
CCN(CC)CCNC(=O)Cc1nn(CC)c(=O)c2ccccc12	2	-4	33	2	3	0.2	.	7
COc1ccc(C(C)=O)cc1COc1cc(C)c(Cl)c(C)c1	-1	-8	6	6	.	1.2	0.0	-1
CCCCOc1ccc(OCCNS(=O)(=O)N(C)C)cc1	1	4	-11	3	33	-2.3	.	-7
Nc1nc(SCC(=O)Nc2ccc(Cl)cn2)n[nH]1	-4	.	-3	-6	.	-0.8	0.0	-26

Further results
SMILES	GSIS activator	RAD54 inh	ARNT-TACC3 inh	ERAP1 HTS inh	esBAF inh	CFTR F508del cor	Xi reactivation	RAD52 inh
O=C(CCN1CCCCC1)N[C@@H]1CC[C@H](CC(=O)N2CCC(Cc3ccccc3)CC2)O[C@H]1CO	-5	-1	-7	0	7	0.4	0.1	0
CCC(C)NC(=O)CN1c2cccc3cccc(c23)S1(=O)=O (stereo not given)	11	10	-1	3	-2	3.0	-0.1	-9
N#CCCN(C(=O)COC(=O)COc1ccc(Cl)cc1)c1ccccc1	8	.	-6	-2	.	-0.1	0.0	-5
Cc1ccccc1C(OCC(O)CN1CCC(C(N)=O)CC1)c1ccccc1 (stereo not given)	6	-11	1	-7	-9	-1.9	0.0	-8
CC(C)[C@H](NS(=O)(=O)/C=C/c1ccccc1)C(=O)OCC(=O)NC(N)=O	18	.	-2	-3	-5	-0.1	0.0	-8
COc1ccc(CCNC(=O)c2cc([N+](=O)[O-])ccc2N2CCOCC2)cc1	7	.	9	0	-7	2.9	-0.1	3
C[C@H]1CN([C@@H](C)CO)S(=O)(=O)c2ccc(C#Cc3ccccn3)cc2O[C@H]1CN(C)Cc1cccc(F)c1	-42	5	0	0	0	0.7	-0.4	-39
Cc1ccc(S(=O)(=O)N(C)C)cc1NC(=O)CSc1ncn[nH]1	1	2	1	5	-2	1.1	0.0	-6
Cc1cc(C(=O)Nc2cccc3c2O[C@@H](CN(C)S(=O)(=O)c2cccs2)[C@H](C)CN([C@H](C)CO)C3=O)n(C)n1	18	5	-26	0	-3	-2.8	-1.0	3
c1ccc(-c2cc(-c3ccc(N4CCOCC4)cc3)nc3ccccc23)cc1	7	-3	-26	.	18	.	0.0	.
COc1cc(/C=C/CN2CCN(CCC(C)C)C(CCO)C2)ccc1O (stereo not given)	1	.	6	-2	.	1.6	0.0	-4
C#CCn1c(=NC(=O)c2ccc(Br)s2)sc2cccc(OC)c21	.	-6	-4	7	54*	-0.3	0.0	-26
COc1cccc(OC)c1C(=O)Nc1nc2ccc([N+](=O)[O-])cc2s1	9	7	4	-5	5	0.3	0.1	-16
Fc1ccc(NC(=S)NCc2ccccc2Cl)cc1	-29	.	-7	-1	.	.	0.0	-14
CCc1cccc2c(C(=O)CN3C(=O)NC4(CCc5ccccc54)C3=O)c[nH]c12 (stereo not given)	5	-7	-2	-3	-55	3.1	0.0	-31
CC(O)CNc1nc(NCc2ccccc2)c2cnn(C)c2n1 (stereo not given)	52	-5	4	2	-3	0.9	0.0	-6
COC(=O)C[C@@H]1CC[C@H]2[C@H](COc3ccc(NC(=O)c4ccccc4F)cc3C(=O)N2C)O1	-1	-2	-5	1	5	.	0.2	14
O=C(CCCn1c(=O)c2sccc2n(Cc2cc(=O)n3ccccc3n2)c1=O)NCc1ccco1	11	0	-2	.	3	-2.4	0.2	-23
O=C(c1ccco1)N1CCCC(c2nc3c(nnn3Cc3cccc(Cl)c3)c(=O)[nH]2)C1 (stereo not given)	7	-6	-1	1	-1	2.6	.	-13
CCOc1ccccc1N1CC(C(=O)Nc2cc(Cl)ccc2-n2cncn2)CC1=O (stereo not given)	-5	-4	-2	0	3	-0.8	0.0	-6
Cc1ccc2c(c1)CC(C)N2S(=O)(=O)c1nnc(NC(=O)CC(C)C)s1 (stereo not given)	31	-6	-4	-2	-2	1.7	0.2	-13
Cc1cccc(C(=O)NCC(=O)NC2CCC(C)CC2)c1 (stereo not given)	0	-5	-3	2	12	3.9	0.0	-7
COc1ccc(CCNC(=O)C2CCCN(c3ncccn3)C2)cc1 (stereo not given)	0	.	2	-1	.	-4.8	0.0	-7
O=C1C2CC(O)CN2C(=O)N1c1ccccc1 (stereo not given)	7	.	0	-1	.	-4.6	0.0	5
CC(=O)N1CCCc2cc(S(=O)(=O)N(C)CC(=O)Nc3ccccc3)ccc21	.	-10	.	-5	2	-3.6	0.1	-11
COc1ccc(S(=O)(=O)Nc2ccc3c(c2)C(=O)N(C)C[C@@H](OC)[C@H](C)CN(C)[C@H](C)CO3)cc1	-4	2	-5	3	-2	-0.3	0.3	0
Fc1cccc(Cc2c(-c3cccc(Cl)c3)nc3ccc(Cl)cn23)c1	.	-9	.	0	22	-2.3	0.3	-102
Cc1ccc(NC(=O)Cc2nnc(SCC(=O)Nc3nncs3)n2C)cc1	4	-3	-3	0	-1	1.1	0.1	-15
Fc1ccc2cnc(CCO[C@H]3CCCCO3)cc2c1	-1	17	-5	1	-7	-1.2	0.3	-7
CC(C)C[C@H](N)C(=O)N1CCC(C(=O)N[C@H](C(=O)NC(C)c2ccccc2)C(C)C)CC1 (stereo not given in full)	1	-2	-9	-3	-3	3.3	.	2
C[C@H](O)C#Cc1ccc([C@@H]2[C@H](CO)N3CCCCN(C(=O)c4cccc(F)c4)C[C@@H]23)cc1	3	1	-7	3	-3	-1.5	0.2	0
S=C1NCN(C2CCCCC2)CN1CCc1ccccc1	.	5	.	1	.	-0.9	0.0	-4
CCCNC(=O)C[C@H]1C[C@@H]2c3cc(NC(=O)CN(C)C)ccc3O[C@@H]2[C@H](CO)O1	0	-1	-6	.	-2	-2.2	-0.1	.

Assay outcomes: PubChem BioAssay, Broad Institute
